D2 antagonist: D2 dopamine receptor (human) antagonism | HEK293 TREx D2 cells, calcium flux, dopamine EC80 | hit rate 2% among 340,000 | inhibition, % at 10 µM; in the data active means inhibition above about 30%; further: 0% is about no effect
Target sequence (P14416 whole entry, looked up): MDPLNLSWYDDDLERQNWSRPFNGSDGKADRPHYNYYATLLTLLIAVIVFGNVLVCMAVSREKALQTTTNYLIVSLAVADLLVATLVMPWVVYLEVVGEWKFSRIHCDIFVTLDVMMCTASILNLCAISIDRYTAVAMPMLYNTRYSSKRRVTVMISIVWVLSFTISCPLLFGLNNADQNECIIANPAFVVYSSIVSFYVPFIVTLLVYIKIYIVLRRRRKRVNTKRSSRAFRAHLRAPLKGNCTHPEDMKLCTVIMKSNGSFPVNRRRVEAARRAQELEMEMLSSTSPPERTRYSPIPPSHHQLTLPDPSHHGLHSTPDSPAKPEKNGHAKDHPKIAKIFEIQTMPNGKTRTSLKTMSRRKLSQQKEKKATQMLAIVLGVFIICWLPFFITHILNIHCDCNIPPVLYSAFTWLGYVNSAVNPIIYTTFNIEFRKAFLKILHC
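HEK293 T-REx D2 cells, tet-induced, calcium dye no-wash. Cpd pintool add, 180 s kinetic, then EC80 DA, 180 s kinetic. Ca flux read.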
USP1 inh: USP1/UAF1 (human) deubiquitinase inhibition | O94782 | recombinant USP1/UAF1, Ub-Rhodamine cleavage fluorescence | Potency, µM (series often up to 57.1 µM), for the others: at the highest dose activity change, negative = inhibition, most hits filed as inhibitors | hit rate 0.23% among 390,000 | AID 743255; further: potency means the concentration at half of the fitted maximal effect; on the % scale 0 is the no-effect control and ±100 the full control effect; nearly all actives have a fitted effect of over 60% in size; inactives centre near -12
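Step one: compound is pinned into 1nM USP1/UAF1 in HEPES pH 7.8 buffer with TCEP. Step two: 15 min room-temperature incubation. Step three: Ub-Rho (150nM final) starts cleavage, tracked by fluorescence over six one-minute reads.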
PI4K2A block: PI4K2A (human) kinase inhibition | activity change, negative = inhibition, % at 76.9 µM | Q9BTU6 | purified PI4K2A, ADP-Glo luminescence, 1 h; stronger effect = lower value | AID 1346378 | hit rate 0.13% among 420,000; in the data active means activity change below about -50%; inconclusive means mostly about -30% to -49%;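 further: -100% = wells without enzyme as full effect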
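Compounds are screened against recombinant PI4K2A using PI as substrate and ATP, the latter dispensed at 300 microM. Reactions run one hour at ambient temperature before ADP-Glo detection; full inhibition defined by wells lacking enzyme.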
TrxR1 substrate: is turned over as a substrate by rat TrxR1; purified TrxR1 substrate turnover, NADPH consumption readout; Potency, µM (series often up to 114 µM), without a hit: at the top dose activity change, negative = substrate turnover; AID 588456; hit rate 0.01% among 390,000; O89049; further: potency means the concentration at half of the fitted maximal effect; on the % scale 0 is the no-effect control and ±100 the full control effect; nearly all actives have a fitted effect of over 50% in size
Target sequence (O89049 whole entry, looked up): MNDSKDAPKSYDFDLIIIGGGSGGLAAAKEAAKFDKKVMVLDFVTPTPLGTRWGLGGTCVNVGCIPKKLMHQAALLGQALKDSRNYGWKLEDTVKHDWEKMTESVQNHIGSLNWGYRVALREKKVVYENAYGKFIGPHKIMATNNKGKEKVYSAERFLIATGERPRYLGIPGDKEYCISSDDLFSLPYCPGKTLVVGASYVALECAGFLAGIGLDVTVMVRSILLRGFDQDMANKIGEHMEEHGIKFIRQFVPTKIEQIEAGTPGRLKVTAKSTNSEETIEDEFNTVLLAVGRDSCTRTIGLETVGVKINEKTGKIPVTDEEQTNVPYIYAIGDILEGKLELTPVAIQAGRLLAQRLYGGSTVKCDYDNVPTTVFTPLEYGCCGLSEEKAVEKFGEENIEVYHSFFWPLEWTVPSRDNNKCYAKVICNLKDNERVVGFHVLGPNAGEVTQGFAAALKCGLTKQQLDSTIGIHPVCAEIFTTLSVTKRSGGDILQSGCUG
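Rat TrxR1, dispensed at 90 nM, was prereduced with 400 uM NADPH (final) for 5 min at ~22 deg C, then incubated with compound 15 min before 400 uM selenite. A first-read NADPH fluorescence drop versus no-compound background flagged substrates.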
rTrxR1 inhibitor: rat TrxR1 inhibition; O89049; recombinant rTrxR1, NADPH fluorescence consumption, selenite substrate; Potency, µM (doses to about 114 µM), inactives show at the highest dose activity change, negative = inhibition, most hits filed as inhibitors; hit rate 1% among 390,000; AID 588453; further: potency means the concentration at half of the fitted maximal effect; on the % scale 0 is the no-effect control and ±100 the full control effect; nearly all actives have a fitted effect of over 65% in size
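Rat TrxR1 (90 nM in the dispensed reagent) was pre-reduced with 400 uM NADPH for 5 min at room temperature, then incubated with compound for 15 min. After 400 uM selenite was added, NADPH fluorescence (Ex 340/Em 450 nm) was followed for 8 min.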
TRHR enhancer: allosterically enhances the human TRH receptor | enhancement, % at 2 µM | TRHR cells, fluo-8 calcium fluorescence, EC20 TRH enhancement | hit rate 0.66% among 360,000; in the data active means enhancement above about 30%; further: 0% is about no effect
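TRHR-expressing cells loaded with fluo-8 calcium dye were read kinetically (ex 480/em 530) during compound addition, then stimulated with an EC20 of TRH (10 nM final). Enhancement of the Gq-mediated intracellular calcium response was scored.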
D2 ag: activates the human D2 dopamine receptor. P14416. HEK293 T-REx D2 cells, calcium flux agonist mode. activation, % at 2 µM. hit rate 0.53% among 340,000. AID 485358;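 active means activation over 3 SD above normal in the single-dose calcium agonist read, cut at about 30% in these data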; further: 0% is about no effect
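Tetracycline-induced HEK293 Trex cells with D2 receptor force-coupled to calcium signaling, plated overnight at 30 C and loaded with no-wash calcium dye. Calcium flux read kinetically for 180 s after compound addition; responses flag agonists.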
TRHR ag: TRH receptor (human) agonism. P34981. TRHR cells, calcium flux fluo-8, FDSS agonist mode. activation, % at 2 µM. hit rate 0.18% among 360,000. AID 493084; in the data active means activation above about 30%; further: 0% is about no effect
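In this calcium-flux screen, cells bearing human TRHR are dye-loaded with fluo-8, baselined for 10 cycles, then exposed to library compounds; positive kinetic calcium responses during the agonist phase mark hits, with TRH as control.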
mIDH1 inhibitor: inhibitors of human mutant IDH1 R132H. O75874. IDH1-R132H enzyme, NADPH consumption, diaphorase/resazurin fluorescence. Potency, µM (doses to about 76.6 µM), for the others: top-dose activity change, negative = inhibition, hits mostly inhibitors. hit rate 0.093% among 390,000; further: potency means the concentration at half of the fitted maximal effect; on the % scale 0 is the no-effect control and ±100 the full control effect; nearly all actives have a fitted effect of over 65% in size
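IDH1-R132H (0.5 ug/mL dispensed) in pH 7.5 Tris buffer was preincubated 30 min with compound, then given a substrate mix of 0.016 mM NADPH and 2 mM alpha-KG for 80 min at room temperature; remaining NADPH was read by diaphorase/resazurin fluorescence.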
Starred values were filed as active, the others as inactive; ? = inconclusive; / = not tested or not shown; [ ] = another dose, or the depositor's remark. Unless noted, the call rests on the fitted dose curve; in most records, active means well fitted inhibition curve with a large enough effect; inconclusive means small, poorly fitted or top-dose-only effect; inactive means no such curve, though single readings can be large or run the other way.

SMILES	D2 antagonist	USP1 inh	PI4K2A block	TrxR1 substrate	rTrxR1 inhibitor	TRHR enhancer	D2 ag	TRHR ag	mIDH1 inhibitor
Cc1ccc(C(=O)C2C(c3cccs3)NC(=O)NC2(O)C(F)(F)F)cc1 (configuration not stated)	-1	-22%	2	5%	11%	4	0.6	0.0	5%
CC(=O)n1cc([C@H]2C=C(C(=O)N3CCN(Cc4ccc5c(c4)OCO5)CC3)O[C@@H](OCCCCO)C2)c2ccccc21	-2	-13%	0	7%[57.1 µM]	1%[57.1 µM]	-6	0.1	-0.6	6%
Cc1ccc2cccc(SCC(=O)NCC#N)c2n1	-5	1%	-2	73%[activator]	-15%	3	0.0	0.1	3%
Oc1ccccc1Cn1c(-c2ccccc2O)nc2ccccc21	34*	-13%	2	11%	14%[57.1 µM]	3	0.4	1.9	1%
COc1ccc(-c2nc(CS(=O)(=O)CC(=O)NCc3cccc(Br)c3)c(C)o2)cc1	0	-6%	2	4%[57.1 µM]	-9%[57.1 µM]	4	0.0	-0.5	12%
Cc1sc2ncn(CC(=O)NCc3ccco3)c(=O)c2c1-c1ccc(F)cc1	5	-10%	-1	-1%[57.1 µM]	-65%	-4	-1.8	0.0	8%
CCOC(=O)c1c(S(=O)(=O)N2CCC(C(=O)NCc3cccc(C)c3)CC2)c(C)n(C)c1C	/	-25%	-8	-2%[57.1 µM]	10%[57.1 µM]	-3	1.1	-0.7	-4%
CN(Cc1ccccc1)C(=O)CN1C(=O)NC(C)(c2ccc(Cl)cc2)C1=O (configuration not stated)	1	-20%	2	3%	8%	2	3.5	0.0	8%
Cc1ccc(CNC(=O)C23CN(Cc4ccccc4)CC2C(c2ccc([N+](=O)[O-])cc2)=NO3)cc1 (configuration not stated)	7	-16%	-5	-7%	3%	-2	-0.8	-0.5	-10%
O=C(Cc1ccc(Cl)cc1)Nc1ccc2oc(=O)ccc2c1	12	-4%	3	9%	10%	0	-2.1	0.7	2%
COc1ccccc1N1CC(C(=O)Nc2nnc(SCc3cccnc3)s2)CC1=O (configuration not stated)	7	7%	-2	-13%	-23%	16	-0.2	0.0	-4%
COc1cc(/C=C/C(=O)Nc2ccc(S(=O)(=O)Nc3onc(C)c3C)cc2)cc(OC)c1OC	/	-20%	-2	-10%	0%	/	/	/	2%
CCCCOC(=O)c1ccc(NC(=O)Nc2ccc(OC)c(OC)c2)cc1	3	-24%	-5	-4%	3%	12	0.5	-0.3	-1%
CCOCCCNS(=O)(=O)c1ccc(NC(=O)Cc2c(F)cccc2Cl)cc1	-3	2%	-1	9%	4%[57.1 µM]	1	-0.1	-0.4	6%
O=C(COC(=O)c1cccc(O)c1)NC(=O)Cc1ccccc1	-34	-18%	2	1%	17%	4	1.9	5.3	0%
O=C(c1nc(-c2ccccc2)n(-c2ccccc2)n1)N1CCN(S(=O)(=O)c2ccccc2)CC1	-11	-15%	-1	5%[57.1 µM]	7%[57.1 µM]	-11	-0.4	-0.5	3%
Cc1c(C(=O)NCc2ccccc2)c(-c2ccccc2)nn1-c1ccccc1	36*	-16%	1	10%[57.1 µM]	8%	0	0.8	0.0	2%
COc1cccc2cc(C(=O)C3=C(O)C(=O)N(CCN4CCOCC4)C3c3cccc(Cl)c3)oc12 (configuration not stated)	-2	-20%	2	-4%	?	6	0.1	-2.1	-13%
O=C(Nc1cccs1)Nc1ccc(Br)cc1F	-10	-6%	-21	-10%	17%[57.1 µM]	21	-0.9	-0.9	11%
CCCCN(C)CCNC(=O)c1cn(C)c(=O)c2c1c1ccccc1n2C	13	-25%	0	35%[activator]	-21%	6	-1.7	-0.8	2%

Not a retest: 2 of the compounds above.
SMILES	D2 antagonist	USP1 inh	PI4K2A block	TrxR1 substrate	rTrxR1 inhibitor	TRHR enhancer	D2 ag	TRHR ag	mIDH1 inhibitor
O=C(Nc1cccs1)Nc1ccc(Br)cc1F	-10	-6%	-21	-10%	17%[57.1 µM]	21	-0.9	-0.9	11%
CCCCN(C)CCNC(=O)c1cn(C)c(=O)c2c1c1ccccc1n2C	13	-25%	0	35%[activator]	-21%	6	-1.7	-0.8	2%

Following part
SMILES	D2 antagonist	USP1 inh	PI4K2A block	TrxR1 substrate	rTrxR1 inhibitor	TRHR enhancer	D2 ag	TRHR ag	mIDH1 inhibitor
COc1ccc(CCc2nnc(CCC(=O)N(C)Cc3ccncc3C)o2)cc1	-24	-7%	5	0%	13%	-4	-1.0	1.2	-10%
Cc1ccc(S(=O)(=O)N(C)c2cc(S(N)(=O)=O)c(C)cc2C)cc1	-7	-17%	1	-10%	-6%	-1	0.0	0.3	11%
COc1ccc(CC(=O)OCC(=O)N2CCCc3ccccc32)cc1	-3	-13%	-8	-9%	-9%	-7	-0.4	0.5	-1%
CCOC(=O)C1CCCN(C(=O)COc2ccc(S(=O)(=O)N3CCOCC3)cc2)C1 (configuration not stated)	/	1%	2	1%	16%	/	/	/	0%
Cc1cc(Cl)cc(C)c1OCCCCN1CCOCC1	-1	3%	1	-2%	5%	14	0.4	0.6	6%
COc1ccc(Nc2nnc(SCc3cn4c(C)cccc4n3)s2)cc1	-9	-4%	-3	-1%	-2%	6	-0.1	-0.9	2%
COc1ccc(C(=O)COC(=O)c2ccn(C)n2)cc1	28	-5%	-14	0%	10%	-4	0.4	-0.1	-1%
CC(=O)c1ccc(NC(=O)CCc2nnc3ccc(NCc4ccco4)nn23)cc1	-6	-1%	-7	-3%	?	0	0.3	0.7	4%
COC(=O)c1sccc1NC(=O)CSc1ccccc1NC(=O)CNC(C)C	-7	-20%	8	9%[57.1 µM]	21%	-2	2.6	-0.2	20%
CCC1CCc2sc(C(=O)N(C)CC(=O)Nc3cccc(OC)c3)cc2C1 (configuration not stated)	-31	-17%	2	-11%	-3%	3	0.3	0.3	5%
CC(C)C(C(=O)NCC1CCCO1)N(C(=O)CNS(=O)(=O)c1ccc(F)cc1)c1ccccc1 (configuration not stated)	4	6%	3	1%	10%	5	-0.4	-0.4	2%
S=C(Nc1ccccc1Cl)NC1CCC(NC(=S)Nc2ccccc2Cl)CC1 (configuration not stated)	/	-9%	11	-12%	13%[57.1 µM]	6	/	1.7	0%
Cc1cc(C)nc(NC(=O)c2ccc(Cl)cc2[N+](=O)[O-])c1	8	-18%	0	-4%	2%	-2	0.0	-0.5	1%
O=C(OCN1C(=O)c2ccccc2C1=O)c1ccc(Cl)nc1	18	-2%	-3	3%	15%	7	0.4	0.3	-3%
Cc1ccc(NC(=O)c2cc(S(=O)(=O)NCCC3=CCCCC3)ccc2F)cc1C	/	-21%	-2	-12%[57.1 µM]	-17%[57.1 µM]	6	0.2	0.3	0%
COc1cc(NC(=O)c2ccc(Br)cc2)ccc1NC(=O)c1cc2ccccc2o1	-2	-8%	-2	10%	37%[activator]	-5	-0.6	0.6	-5%
CCN(CC)S(=O)(=O)c1ccc(OC)c(NC(=O)c2cc3c(=O)n4ccccc4nc3s2)c1	16	-18%	-4	21%	34%	0	-0.9	0.8	1%
COc1ccc(-n2c(C(C)n3nc(C)c([N+](=O)[O-])c3C)n[nH]c2=S)cc1 (configuration not stated)	3	-5%	0	-5%	-23%	-3	-0.8	0.6	1%
COc1ccc2oc(-c3ccccc3[N+](=O)[O-])cc(=O)c2c1	-34	?	2	7%[57.1 µM]	28%[57.1 µM]	3	-0.6	0.1	-2%
C/C(N)=C(/C#N)C(=O)CSc1nc2scc(-c3ccccc3)c2c(=O)n1C	-6	-14%	1	4%[57.1 µM]	14%[57.1 µM]	17	1.7	0.2	-6%

Some of the entries above, reformatted:
O=C(Nc1cccs1)Nc1ccc(Br)cc1F
  D2 antagonist: -10
  USP1 inh: -6%
  PI4K2A block: -21
  TrxR1 substrate: -10%
  rTrxR1 inhibitor: 17%[57.1 µM]
  TRHR enhancer: 21
  D2 ag: -0.9
  TRHR ag: -0.9
  mIDH1 inhibitor: 11%
Cc1ccc2cccc(SCC(=O)NCC#N)c2n1
  D2 antagonist: -5
  USP1 inh: 1%
  PI4K2A block: -2
  TrxR1 substrate: 73%[activator]
  rTrxR1 inhibitor: -15%
  TRHR enhancer: 3
  D2 ag: 0.0
  TRHR ag: 0.1
  mIDH1 inhibitor: 3%

(cont.)
SMILES	D2 antagonist	USP1 inh	PI4K2A block	TrxR1 substrate	rTrxR1 inhibitor	TRHR enhancer	D2 ag	TRHR ag	mIDH1 inhibitor
CC(C)(C)NC(=O)C1Cc2ccccc2CN1C(=O)Nc1cccc(Cl)c1 (configuration not stated)	-4	-12%	-8	-7%	25%	-6	0.4	0.1	5%
Cc1ccccc1C(=O)OC1OC(=O)C(Cl)=C1N1CCOCC1 (configuration not stated)	-1	-16%	-3	-22%[57.1 µM]	6%[57.1 µM]	1	0.5	0.6	4%
CCOC(=O)[C@@H]1[C@H]2COc3ccc(Br)cc3[C@H]2N2C(=O)N(c3cccc(Cl)c3)C(=O)[C@]12C	-1	14%	0	-4%	17%	-6	-0.3	0.7	-5%
CC(=O)c1ccc(OCC(=O)Nc2ccc3c(c2)CCC3)cc1	13	-10%	1	8%[57.1 µM]	32%[57.1 µM]	0	-0.3	-0.2	-3%
O=C(CCC(=O)Nc1ccc(Br)cc1)N/N=C/c1cc([N+](=O)[O-])ccc1O	-12	-5%	1	-7%	-16%	-4	-0.7	-0.3	-2%
CCc1nnc2n1N=C(c1ccccc1)CS2	-11	-17%	-4	-7%	-21%	4	6.5	-0.4	-4%
CCOc1ccccc1NC(=O)c1cccc(NC(=O)C(C)C)c1	4	-14%	-3	1%	24%	2	-0.7	-0.3	-2%
COc1ccc(/C=C/C(=O)Nc2cc(C)on2)cc1	3	-4%	3	-8%	-7%	2	-0.3	0.0	-2%
Cc1nn(Cc2ccccc2)c(Cl)c1/C=C/C(=O)OCC(=O)N1CCCC1=O	9	-12%	8	-1%[57.1 µM]	5%[57.1 µM]	1	-0.4	-0.4	0%
COc1ccc(NC(=O)c2ccc(-c3ccccc3)cc2)cc1NS(=O)(=O)c1ccc(F)cc1	7	-15%	2	-2%	1%	1	-1.0	-0.1	0%
CCN1CCN(CCCNC(=O)c2cnn(-c3ccc(C)cc3C)c2C2CCN(C(=O)OC(C)(C)C)CC2)CC1	/	-5%	-7	3%	20%	12	2.1	5.1	0%

High-throughput results as filed in PubChem BioAssay.
